# Assay outcomes (PubChem)
# HTRA1 inhibitor: blocks human HTRA1 serine peptidase; recombinant HTRA1, FP-rhodamine activity-based probe, fluorescence polarization; inhibition, % at 5.96 µM; 340,000 compounds, 0.5% hits; AID 504803; in the data active = inhibition above about 36%;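 also: 0% = enzyme with DMSO and 100% = wells lacking enzyme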
# Target sequence (Q92743 whole entry, looked up): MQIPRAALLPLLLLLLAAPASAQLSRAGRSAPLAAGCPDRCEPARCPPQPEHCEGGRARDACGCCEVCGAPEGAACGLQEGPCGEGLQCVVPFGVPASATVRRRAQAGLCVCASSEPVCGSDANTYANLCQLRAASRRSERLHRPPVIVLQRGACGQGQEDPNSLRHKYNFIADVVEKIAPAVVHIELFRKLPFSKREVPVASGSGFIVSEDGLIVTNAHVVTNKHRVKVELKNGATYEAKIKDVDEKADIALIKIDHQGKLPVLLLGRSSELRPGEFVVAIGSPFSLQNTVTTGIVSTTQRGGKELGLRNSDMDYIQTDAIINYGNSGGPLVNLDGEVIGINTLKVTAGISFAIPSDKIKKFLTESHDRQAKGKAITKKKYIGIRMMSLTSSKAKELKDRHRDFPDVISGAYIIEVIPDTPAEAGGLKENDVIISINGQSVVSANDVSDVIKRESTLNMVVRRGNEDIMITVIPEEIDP
# ASAP1 inh: inhibitors of human ASAP1 ArfGAP activity | ASAP1-stimulated ARF1 GTP hydrolysis, GDP FP detection | inhibition, % at 16.5 µM | AID 624377 | 360,000 compounds, 0.19% hits; in the data active = inhibition above about 25%;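 also: 0% = vehicle with enzyme and substrate and 100% = no enzyme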
# Target sequence (Q9ULH1 325-724 limits assumed): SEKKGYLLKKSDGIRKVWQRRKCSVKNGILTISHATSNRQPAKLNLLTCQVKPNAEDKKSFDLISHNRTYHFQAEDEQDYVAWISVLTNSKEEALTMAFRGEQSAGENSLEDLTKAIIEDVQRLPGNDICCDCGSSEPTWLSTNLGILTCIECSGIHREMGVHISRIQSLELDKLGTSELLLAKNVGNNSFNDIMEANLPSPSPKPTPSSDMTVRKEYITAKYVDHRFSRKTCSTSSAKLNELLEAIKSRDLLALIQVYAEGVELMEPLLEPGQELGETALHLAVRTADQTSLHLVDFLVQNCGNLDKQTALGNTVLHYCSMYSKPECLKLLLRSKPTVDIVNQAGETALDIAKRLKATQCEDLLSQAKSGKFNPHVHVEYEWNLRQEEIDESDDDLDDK
# GC-A act: GC-A (human) enzyme activation; activation, % at 10 µM; 370,000 compounds, 0.14% hits; HEK293 GC-A cells, cGMP TR-FRET, EC30 ANP; 0% at EC30 ANP, 100% saturating ANP; in the data active = activation above about 40%
# PG9 binder: PG9 antibody binding by small molecule | TR-FRET gp120-PG9 antibody binding | inhibition, % at 6.7 µM | 360,000 compounds, 0.43% hits; in the data active = inhibition above about 8.5%
# rCAG binder: molecules binding r(CAG) RNA repeats | r(CAG) RNA repeat, TO-PRO-1 dye displacement fluorescence | inhibition, % at 3 µM | 370,000 compounds, 1.3% hits | AID 651821;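 active = inhibition above the plate cutoff, the mean of all test compounds on that plate plus 3 SD, cut at about 35% in these data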;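 also: 0% = DMSO alone and 100% = 100 µM mitoxantrone as full dye displacement; higher means more dye released from RNA so lower well fluorescence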
# SMARCA2 act: activators of SMARCA2 function; 370,000 compounds, 1% hits; activation, % at 9.1 µM; MG213 cells, MMTV-luciferase reporter, dexamethasone, overnight; AID 652017; in the data active = activation above about 7.8%;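 also: 0% = vehicle wells and 100% = reference activator wells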
# ABHD4 inh: inhibits mouse alpha/beta hydrolase domain 4; inhibition, % at 8.92 µM; purified mABHD4, FP-Rh probe fluorescence polarization; 370,000 compounds, 0.54% hits;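 active = inhibition exceeding the mean over every tested compound plus 3 SD, cut at about 30% in these data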;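 also: 0% = plate median of compound wells and 100% = S159A mutant with DMSO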
#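 Assay system: wild-type mouse ABHD4 protein; compound: single nominal dose of 8.92 µM, 0.89% DMSO final; schedule: 45 min + 60 min at 25 °C; measured by: FP readout, ex 525 nm / em 598 nm; evaluation: % inhibition of FP-Rh probe binding versus controls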
# NR1D1 modulator: Rev-erb alpha (human) modulation | P20393 | Rev-erbα–FITC-DNA binding, fluorescence polarization, 90 min | activity, % at 10 µM | 370,000 compounds, 0.79% hits;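 active = activity above about 14%, limit read from the data; passing the limit was not always enough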;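 also: 0% = DMSO wells with 35 nM protein and 100% = DMSO wells with 750 nM protein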
# GC-B act: GC-B (human) receptor activation | activation, % at 10 µM | 370,000 compounds, 0.11% hits | HEK293-GC-B cells, CNP EC30, cGMP TR-FRET; 0% at EC30 CNP, 100% saturating CNP | P20594;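 active = activation at 10 µM reaching about 35% in either raw or pattern-adjusted values, limit read from the data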
# ARFGAP1 inhibitor: inhibits rat ARF GTPase activating protein 1; AID 651572; Q62848; inhibition, % at 16.5 µM; Arfgap1-stimulated ARF1 GTP hydrolysis, GDP FP detection; 360,000 compounds, 0.26% hits;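 active = inhibition above a per-plate limit, mean inhibition of low control wells plus 3 SD, cut at about 25% in these data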;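 also: 0% = DMSO wells with enzyme and 100% = wells lacking Arfgap1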
# Target sequence (Q62848 1-136 limits assumed): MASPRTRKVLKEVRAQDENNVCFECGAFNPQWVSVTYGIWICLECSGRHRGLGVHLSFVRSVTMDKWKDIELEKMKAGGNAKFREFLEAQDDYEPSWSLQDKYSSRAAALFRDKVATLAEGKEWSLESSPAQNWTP
#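 system = rat Arfgap1 catalytic domain, aa 1-136 | technique = FP, GDP Alexa 633 tracer displaced from anti-GDP antibody, 620/688 nm | compound = one concentration, 16.5 µM, DMSO 1.26% | medium = HEPES-based buffer, pH 7.5 | timing = compound-enzyme preincubation 20 min, reaction 120 min, detection 60 min, 25 °C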
# Active calls of the source: *; x = not tested or not shown.
# Results follow in this order: HTRA1 inhibitor	ASAP1 inh	GC-A act	PG9 binder	rCAG binder	SMARCA2 act	ABHD4 inh	NR1D1 modulator	GC-B act	ARFGAP1 inhibitor
CSCCC(NS(=O)(=O)c1ccc2ccccc2c1)C(=O)OCC(=O)c1ccc(C(C)C)cc1 (centres undefined)
    -40.4	-4.5	-3.0	-0.9	11.3	2.0	-22.4	-3.8	4.8	18.5
O=C(C1=C(O)C(=O)N(c2ccccc2)C1c1ccc([N+](=O)[O-])cc1)c1cccs1 (centres undefined)
    -10.4	12.2	-0.8	0.0	17.1	-0.5	-9.6	0.6	3.7	5.3
CCCC(=O)N1CCCC1(C)C(=O)Nc1cc(OC)ccc1OC (centres undefined)
    x	7.2	3.4	-1.3	-1.1	-0.1	0.1	-3.1	2.0	7.5
CC(C)(C)C1CCC(C(=O)OCC(=O)N2CCN(C(=O)c3ccco3)CC2)CC1 (centres undefined)
    0.0	-4.8	-1.0	-3.9	-8.4	1.3	5.6	6.0	0.2	0.3
O=C(NCc1ccc(F)cc1)c1cccc2c1C(=O)c1ccc(Cl)cc1S2(=O)=O
    x	3.9	0.1	-2.3	-0.6	3.7	9.8	-1.5	6.6	3.9
CN(C)S(=O)(=O)NCc1ccc2c(c1)OCO2
    5.2	7.8	0.2	0.9	-4.3	-0.7	8.4	-4.8	0.8	5.4
Cc1ccccc1C1c2[nH]c3ccccc3c2C[C@H]2C(=O)N(C3CCN(Cc4ccccc4)CC3)CC(=O)N12 (some centres undefined)
    -15.6	2.0	6.7	-1.2	6.0	-2.8	3.9	-0.7	15.9	2.7
Cc1cccc(-c2cnc(C(O)c3cc(C)cc(C)c3)[nH]2)c1 (centres undefined)
    x	-3.7	-1.4	0.1	0.4	-1.9	-4.2	-4.1	-5.7	6.0
O=c1[nH]c(C2CCN(S(=O)(=O)c3ccc(F)cc3)CC2)nc2c1nnn2Cc1ccc2c(c1)OCCO2
    -45.2	-2.2	8.1	0.2	13.4	1.9	-38.0	11.2	-2.1	9.3
Cc1nn(CCC#N)c(NC(=O)c2ccc(Cl)cc2Cl)c1P(=O)(Nc1ccc([N+](=O)[O-])cc1)N1CCOCC1 (centres undefined)
    -1.0	-11.5	-3.2	0.1	21.2	0.1	3.8	0.1	1.6	-3.9
CCCN(CCC)c1nc(NC2CCN(C(=O)OCC)CC2)nc(OC)n1
    -14.3	-7.3	0.1	-0.3	-10.3	-0.6	1.6	-0.1	-0.6	1.9
CCOc1ccc(Oc2nc(N(CC)CC)nc(N3CCOCC3)n2)nn1
    12.1	1.2	2.9	-1.1	-7.0	-3.5	6.5	-1.4	3.4	1.8
COC(=O)[C@]1(C)N[C@H](CN(C)C(=O)Nc2ccccc2)[C@@H]2C(=O)N(Cc3ccccc3)C(=O)[C@@H]21
    -1.7	1.1	-1.0	-0.2	0.3	2.8	5.0	-9.9	1.6	-12.4
COc1ccccc1CNS(=O)(=O)c1ccc2c(c1)CCCN2C(C)=O
    2.4	-2.3	1.4	2.5	-5.0	-0.8	2.6	-4.6	3.9	-4.3
c1ccc(C2C3=C(Nc4ncnn42)c2ccccc2CCC3)cc1 (centres undefined)
    -6.0	5.0	-6.4	-1.4	-0.3	0.8	-0.4	0.2	-7.1	-4.9
Cc1cc(C)c(NC(=O)Nc2ccccc2)c(Cl)c1
    -2.8	2.3	2.6	-1.5	1.3	-2.6	-3.7	-1.7	5.8	-7.4
CC(=O)NCCc1nc2ccccc2n1CCc1ccccc1
    5.4	-8.9	-2.8	-0.7	-3.4	-2.5	-2.0	-2.6	-8.1	9.1
CCOC(=O)C1CCN(S(=O)(=O)c2c(C)[nH]c(C)c2C(=O)N2CCCCC2)CC1
    1.6	-6.9	0.5	1.6	-2.1	-4.3	6.7	-4.0	5.4	6.5
CC(C)N1CCN(Cc2nc3c(s2)CCCC3)CC1CCO (centres undefined)
    7.3	-4.2	1.6	0.4	-4.6	1.9	3.5	4.0	-7.4	8.0
COc1cccc(C(=O)Oc2ccccc2/C=C\C(=O)c2cc3ccccc3o2)c1
    -44.7	-5.4	-2.4	-1.3	4.2	4.1	-10.1	-6.7	-2.6	-29.0
CCOC(=O)c1cc(-c2ccc3c(c2)OCCO3)nc2c1c(C)nn2CCC#N
    -26.8	-3.6	12.1	2.1	11.0	-3.5	-7.9	1.7	15.5	-3.3
O=C(c1cccnc1)N1CCN(S(=O)(=O)c2cccc(Cl)c2)CC1
    5.8	1.4	-1.5	-0.7	-5.8	-2.0	-2.6	3.5	1.2	5.8
O=C(NC(=S)Nc1cnc2ccccc2c1)c1ccccc1
    -24.2	9.6	4.7	-0.1	-4.2	2.4	-6.4	8.4	-3.0	17.0
CCCCn1c(N)c(N(CC(C)C)C(=O)Cc2ccc(S(=O)(=O)N3CCOCC3)s2)c(=O)[nH]c1=O
    -3.8	9.8	-0.1	-2.9	0.5	-2.2	6.0	1.7	-0.5	-10.8
Cc1ccc(-c2oc3ncnc(N)c3c2-c2ccc(C)cc2)cc1
    3.5	1.8	-21.4	6.4	4.5	-2.8	-3.5	19.5*	-14.9	-10.9
CCOC(=O)N1CCc2c(sc3ncn(C)c(=O)c23)C1
    6.0	-6.2	0.0	-1.3	-0.5	-1.2	-6.4	1.2	-2.1	10.4
CCN(CC)C(=O)C(=O)c1cc(C)n(-c2ccc(F)cc2)c1C
    2.2	-17.7	-1.0	1.1	-5.3	-0.8	10.2	3.1	2.5	-5.3
COc1ccc(C2CC(c3cccc(OC)c3OC)n3nnnc3N2)cc1 (centres undefined)
    1.7	3.7	4.0	-2.1	-4.7	2.5	4.2	1.1	1.4	-0.8
O=C1c2ccccc2C(=O)N1COc1ccc(S(=O)(=O)N2CCOCC2)cc1[N+](=O)[O-]
    2.1	-7.7	-3.9	0.1	5.0	-2.3	-8.9	4.2	-2.8	-11.9
CC(C)(C)C(=O)CNCC(=O)C(C)(C)C
    -2.4	3.3	0.1	-4.1	0.9	-0.2	5.9	-0.6	-2.1	-4.4

# An excerpt from above, reduced to ABHD4 inh, PG9 binder and NR1D1 modulator.
Molecule	ABHD4 inh	PG9 binder	NR1D1 modulator
CCOC(=O)N1CCc2c(sc3ncn(C)c(=O)c23)C1	-6.4	-1.3	1.2
CCN(CC)C(=O)C(=O)c1cc(C)n(-c2ccc(F)cc2)c1C	10.2	1.1	3.1

# Next section
# Results follow in this order: HTRA1 inhibitor	ASAP1 inh	GC-A act	PG9 binder	rCAG binder	SMARCA2 act	ABHD4 inh	NR1D1 modulator	GC-B act	ARFGAP1 inhibitor
CC(C)c1ccc(/C=N/N2CCCCC2)cc1
    -0.9	7.4	1.4	-1.9	-3.3	6.0	4.4	-1.4	0.7	-0.6
Cc1ccc(C(=O)OCn2ncc(Cl)c(Cl)c2=O)cc1
    -10.1	-7.5	22.7	-1.9	-0.7	-10.0	1.7	-1.5	1.8	4.0
Cc1ccc(S(=O)(=O)N(CC(=O)N2CCC(C(N)=O)CC2)Cc2ccc(F)cc2)cc1
    -4.9	-8.2	7.9	-0.7	-7.2	0.0	-0.8	4.1	6.5	-12.7
CCCCNC(=O)n1c(SC)nc2ccccc21
    0.9	-0.7	3.5	2.4	-1.5	-3.9	3.9	2.4	-1.6	-0.7
CC(=O)Nc1ccc(S(=O)(=O)NCC2CC3CCC2C3)cc1 (centres undefined)
    2.2	-4.1	-4.5	-1.8	2.6	-4.8	-7.0	-2.9	0.7	12.0
COC(=O)c1cc(S(=O)(=O)NCC2CCN(Cc3cc(C)ccc3C)CC2)c[nH]1
    -7.7	4.0	-8.4	-0.3	-4.4	-0.6	3.2	-0.7	-1.3	2.8
CCCN(CCC)C(=O)Cc1ccc(F)cc1
    7.5	5.3	0.9	-1.0	-3.1	-2.5	2.3	-10.5	-2.9	3.4
O=C(CN1C(=O)NC2(CCCCC2)C1=O)Nc1cccc(S(=O)(=O)N2CCOCC2)c1
    3.0	-2.1	-2.0	-2.9	6.0	2.4	2.3	8.6	0.1	4.7
COc1ccc(-c2nc(CS(=O)CC(=O)NC3CCCCCC3)c(C)o2)cc1 (centres undefined)
    -1.5	-13.2	-2.4	-0.2	-2.3	-1.7	-1.0	1.0	7.3	8.2
CC1=C(C(=O)N2CCOCC2)CC(CC(=O)NCCCCc2ccccc2)C(=O)N1Cc1ccc(F)cc1 (centres undefined)
    3.3	-12.8	2.8	-1.2	0.5	4.0	-1.1	1.0	-1.9	-2.3

# Molecules listed so far containing a tert-butyl group:
# Results follow in this order: HTRA1 inhibitor	ASAP1 inh	GC-A act	PG9 binder	rCAG binder	SMARCA2 act	ABHD4 inh	NR1D1 modulator	GC-B act	ARFGAP1 inhibitor
CC(C)(C)C1CCC(C(=O)OCC(=O)N2CCN(C(=O)c3ccco3)CC2)CC1 (centres undefined)
    0.0	-4.8	-1.0	-3.9	-8.4	1.3	5.6	6.0	0.2	0.3
CC(C)(C)C(=O)CNCC(=O)C(C)(C)C
    -2.4	3.3	0.1	-4.1	0.9	-0.2	5.9	-0.6	-2.1	-4.4

# New compounds follow
# Results follow in this order: HTRA1 inhibitor	ASAP1 inh	GC-A act	PG9 binder	rCAG binder	SMARCA2 act	ABHD4 inh	NR1D1 modulator	GC-B act	ARFGAP1 inhibitor
CCOc1ccc(C)cc1S(=O)(=O)n1ccc(C)n1
    -5.3	13.7	3.4	-3.7	-4.4	1.0	-4.3	-1.7	4.2	4.3
Cc1cccc(-n2ncc3c(NCc4ccccc4)ncnc32)c1
    -51.2	7.8	-2.1	-1.1	2.8	-0.7	-12.8	1.1	-3.3	2.5
O=CN1N=C(c2ccccc2)CC1c1ccccc1[N+](=O)[O-] (centres undefined)
    2.9	-6.2	-2.4	-3.9	-0.2	2.0	2.5	1.7	-3.5	15.6
Cc1ccc(-n2nnnc2SCC(=O)NC2CCCc3ccccc32)c(C)c1 (centres undefined)
    -30.8	-9.3	-3.5	-1.9	-2.8	1.5	-11.6	0.6	2.1	21.4
Cc1ccc(S(=O)(=O)C2(C(=O)Nc3nccs3)CC2)cc1
    3.7	-6.8	-4.5	0.8	2.9	-0.2	3.5	1.2	-8.3	-6.6
CN(C)C(CNC(=O)CCS(=O)(=O)c1ccccc1)c1ccccc1 (centres undefined)
    2.5	13.0	2.6	-0.1	-6.0	-1.2	-7.4	0.3	3.2	-0.2
COc1cc([C@H]2[C@@H]3CCCC[C@]3(O)CCN2CC(=O)Nc2ccc(C)cc2)ccc1O
    -4.2	-6.7	0.1	1.4	5.2	-0.7	3.3	-4.7	5.2	3.7
CC(C)C(=O)Nc1ccc(C(=O)NNC(=O)c2cccs2)cc1
    6.3	11.0	2.7	-1.0	-0.9	-2.6	-3.1	-2.0	2.9	14.9
C=CCNC(=S)N/N=C(\C)c1cc(OC)c(OC)c(OC)c1
    0.2	-1.4	12.1	0.1	1.1	-0.2	2.6	9.0	15.8	-4.6
CC1(C)CC(=O)C=C(NCCN2CCN(C(=O)Nc3ccc(Cl)cc3)CC2)C1
    0.2	-12.7	4.0	-0.5	-5.5	-1.5	-2.2	5.0	2.4	32.8*
O=C(Nc1ccc2oc(-c3ccccc3)nc2c1)c1ccccc1F
    -10.7	8.9	4.6	-9.9	1.3	2.0	-4.8	-0.6	-0.2	-4.4
O=C(CSc1ccccc1C(=O)NCc1ccccc1)NC1CCCCCCC1
    -15.9	-14.7	2.3	-2.0	-8.4	0.0	-3.9	1.2	-3.3	-20.7
